Nrf2 activator: activators of Nrf2 (ARE) signaling. AREc32 ARE-luciferase reporter (MCF7-derived line), luminescence, 24 h. 410,000 tested, 0.31% active. Potency, µM (highest dose often 46.1 µM), inactives show top-dose activation, hits mostly activators; note: potency is the fitted concentration of half-maximal effect; % of control where 0% means no effect; nearly all actives have a fitted effect of over 65% in size
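AREc32 cells carrying an ARE-driven firefly luciferase, 1000 cells/well in OPTI-MEM with 5% FBS, dosed after overnight attachment and incubated 24 hr at 37 deg C. Steady-Glo luminescence read after 30 min at RT.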
CCT modulator: modulators of cytosolic chaperonin (CCT/TRiC) activity | purified chaperonin ATPase assay, HTRF ADP detection, 30 min | activity change, % (no concentration beside the values), hits read low | 360,000 tested, 0.3% active; in the data active = activity change below about -30%; note: % is set by controls: 0 for no effect and ±100 for the full control effect
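ATPase activity: ADP formed was measured by HTRF Transcreener (665/615 nm ratio) after 30 min at 37 deg C with 10 uM ATP. Compounds screened at one 76 uM concentration against 40 or 20 nM TRiC in Tris pH 7.4/KCl/MgCl2/DTT buffer.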
TGFb SMAD3 inh: TGF-b pathway inhibition; HepG2 CAGA-GFP TGF-b/SMAD3 reporter, GFP fluorescence, 18 h; TGF-beta stimulated, 500 pg/mL final; Potency, µM (titrated, usually from 46.1 µM), inactives show at the highest dose activity, negative = inhibition, actives largely listed as inhibitors; 410,000 tested, 1.2% active; note: potency is the fitted concentration of half-maximal effect; % is set by controls: 0 for no effect and ±100 for the full control effect; nearly all actives have a fitted effect of over 65% in size
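Per well, imaged GFP fluorescence of HEPG2 CAGA-GFP cells gives the signal; cells get compound, then TGF-beta (500 pg/mL final), 18 h at 37 degrees C; %Activity versus -TGF-beta and +DMSO controls.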
A549 viability: counter-screen for Nrf2 inhibitors: cytotoxicity in A549 cells | AID 504648 | A549 ARE-Fluc cells, CellTiter-Fluor viability, 18-24 h | 390,000 tested, 0.16% active | Potency, µM (doses to about 46 µM), for the others: top-dose activity change, negative = cytotoxicity, most hits filed as inhibitors; note: potency is the fitted concentration of half-maximal effect; % is set by controls: 0 for no effect and ±100 for the full control effect
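A549 ARE-Fluc cells in 5% FBS OPTI-MEM, 5000 cells/well, rested 2 h then exposed to compounds in concentration-response for 18-24 h at 37 °C. Viability by CellTiter-Fluor fluorescence (Ex 405/Em 525) after 30 min; luciferase luminescence (BugLite, 15 min, RT) read afterwards.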
Abeta rescue: restores growth of yeast expressing A-beta42 peptide. yeast expressing A-beta42, growth rescue, OD600, 48 h; response scale: 0% DMSO, 100% iron-clioquinol control. Potency, µM (doses to about 46.1 µM), for inactives: at the highest dose growth rescue, actives largely listed as activators. AID 1347071. 410,000 tested, 0.063% active; note: potency is the fitted concentration of half-maximal effect; nearly all actives have a fitted effect of over 55% in size
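Growth rescue measured by 600 nm absorbance after 48 h yeast culture at 30 C with compound. Values normalized between DMSO and an equimolar ferric chloride plus clioquinol control.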
Nrf2 block: inhibitors of Nrf2 signaling | A549 ARE-Fluc reporter, luciferase luminescence, 18-24 h | Potency, µM (doses to about 46 µM), for inactives: at the highest dose activity change, negative = inhibition, most hits filed as inhibitors | 360,000 tested, 2.1% active | AID 504444; note: potency is the fitted concentration of half-maximal effect; % is set by controls: 0 for no effect and ±100 for the full control effect; nearly all actives have a fitted effect of over 60% in size
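Reporter: ARE-Fluc in A549. Exposure: 18-24 h, 37 °C, 5% CO2, 5% FBS OPTI-MEM. Readouts: fluorescent cytotoxicity (CellTiter-Fluor), then luminescent Nrf2 signal after BugLite.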
Mm-Cpn inhibitor: blocks the Methanococcus maripaludis chaperonin Mm-Cpn; AID 504842; 330,000 tested, 0.031% active; purified Mm-Cpn ATPase, ADP Transcreener TR-FRET; Potency, µM (doses to about 76.9 µM), for inactives: top-dose activity, negative = inhibition, hits mostly inhibitors; note: potency is the fitted concentration of half-maximal effect; % is set by controls: 0 for no effect and ±100 for the full control effect; nearly all actives have a fitted effect of over 80% in size
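Purified archaeal Mm-CPN (25nM final) preincubated 10 min at 37degC with compound, then 10uM ATP for 30 min at 37degC; ADP measured by HTRF Transcreener TR-FRET; buffer 30 mM TRIS pH 7.4, 100mM KCl, 5mM MgCl2, 1mM DTT.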
HepG2 viability: HepG2 cytotoxicity, counter-screen for TGF-b inhibitors; HepG2 CAGA-GFP viability, ATP luminescence, 18 h; Potency, µM (top dose mostly 46.1 µM), for the others: at the top dose activity change, negative = cytotoxicity, hits mostly cytotoxic; 410,000 tested, 0.76% active; AID 588856; note: potency is the fitted concentration of half-maximal effect; some results filed as inactive show a strong effect at the top dose
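HepG2 CAGA-GFP cells (1000/well, DMEM with 1% FBS) received compound, then TGF-beta at 500 pg/mL final, and were incubated 18 hours at 37 degrees C. Viability was read by CellTiter-Glo luminescence. Media-only wells were set as complete cell-killing and DMSO as no toxicity.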
pAkt inh: inhibitors of Akt phosphorylation; Neuro2A IGF-stimulated pAkt S473 HTRF, 20 min; hits give low values; activity change, % for hits at 50 µM; 360,000 tested, 0.32% active; in the data active = activity change below about -80%; inconclusive = mostly about -51% to -80%; note: % is set by controls: 0 for no effect and ±100 for the full control effect
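Neuro2A cells (4,500/well, DMEM with 0.5% FBS) were treated with compound at a single 50 µM final concentration, stimulated with 6 nM IGF for 20 min at 37 °C, and lysed. Phospho-Akt Ser473 was read by HTRF as 665/615 ratio ×10^4.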
Numbers without * were called inactive; i = inactive; ? = inconclusive; / = not tested or not shown; [ ] = remark or other dose. Unless noted, calls come from the whole dose curve; as a rule, active = well fitted curve in the direction sought with a large enough effect; inconclusive = small, poorly fitted or top-dose-only effect, or another doubt; inactive = no such curve, though single readings can be large; an effect the other way counts as inactive or inconclusive.

Sample of the layout:
SMILES	Nrf2 activator	CCT modulator	TGFb SMAD3 inh	A549 viability	Abeta rescue	Nrf2 block	Mm-Cpn inhibitor	HepG2 viability	pAkt inh
COCOc1cc(O)c(C(=O)/C=C/c2ccc(OCOC)c(OCOC)c2)c(OCOC)c1	10.4%	-1.4	-2.7%	1.7%	-4.9%	-0.5%	/	-39.8%	i
CC(C)C[C@@H](C)C(=O)N(Cc1ccccc1)c1ccccc1	0.3%	-0.6	-7.9%	0.8%	4.8%	10.7%	0.0%	-4.3%	i

All compounds of this part, repeating the preview:
SMILES	Nrf2 activator	CCT modulator	TGFb SMAD3 inh	A549 viability	Abeta rescue	Nrf2 block	Mm-Cpn inhibitor	HepG2 viability	pAkt inh
COCOc1cc(O)c(C(=O)/C=C/c2ccc(OCOC)c(OCOC)c2)c(OCOC)c1	10.4%	-1.4	-2.7%	1.7%	-4.9%	-0.5%	/	-39.8%	i
CC(C)C[C@@H](C)C(=O)N(Cc1ccccc1)c1ccccc1	0.3%	-0.6	-7.9%	0.8%	4.8%	10.7%	0.0%	-4.3%	i
CC(C)COc1ccc(C(=O)OCCN2CCOCC2)c(O)c1	3.0%	-3.1	17.2%	11.6%	12.2%	/	-2.4%	1.8%	i
COc1ccc(S(=O)(=O)N2CCCCCC2)cc1C(=O)OCC(=O)NC(N)=O	2.4%	0.6	-5.1%	12.6%	2.1%	/	2.3%	23.2%	i
CCC(C)(C)NC(=O)Cn1c(=O)ccc2cc(S(=O)(=O)N3CCC(C)CC3)ccc21	0.2%	/	?	12.2%	10.3%	/	/	-20.2%	/
c1ccc(SCCCCNC2CCCC2)cc1	0.7%	0.1	1.8%	8.6%	-12.3%	0.4%	1.1%	-0.8%	i
COc1cc(/C=C/C(=O)OCC(=O)Nc2cc(S(=O)(=O)N3CCCC3)ccc2Cl)cc(OC)c1OC	3.9%	-2.1	-8.5%	0.2%	-6.7%	?	-27.7%	3.5%	i
COc1ccc(CN(C)Cc2cc(=O)oc3cc(C)c(C(C)C)cc23)cc1OC	2.1%	-2.0	?	-11.9%	-0.6%	-23.9%	-1.1%	-7.1%	i
Cc1ccc(NC(C)C(=O)N/N=C/c2ccc([N+](=O)[O-])s2)cc1 (stereo not given)	-0.3%	-0.4	?	?	10.5%	?	1.0%	-79.2%	i
CC1CN(Cc2nc3c(c(=O)n(C)c(=O)n3C)n2CCc2ccccc2)CC(C)O1 (stereo not given)	-0.3%	-3.9	-0.8%	-15.4%	-15.3%	/	/	2.1%	i
O=C(CN1C(=O)COc2ccc(Cl)cc21)Nc1nccs1	-0.5%	-1.7	0.0%	-0.1%	-10.4%	-6.2%	0.8%	4.9%	i
COCCCNC(=O)CCNS(=O)(=O)c1ccc(C)cc1	-0.4%	0.9	-1.4%	21.7%	-28.7%	/	-0.6%	-7.0%	i
CCCC(=O)Nc1cc(C(=O)NCc2ccccc2)ccc1S(=O)(=O)c1ccc(Cl)cc1	5.1%	/	-17.3%	13.3%	-2.5%	/	/	-19.7%	/
O=C(O)c1cccc(Cn2c(Cl)c(/C=N/NC(=O)c3ccc(O)cc3)sc2=O)c1	-0.8%	-0.8	-2.4%	4.1%	-15.1%	4.9%	-2.0%	-16.9%	i
CC(C)c1ccc(NC(=O)c2cc([N+](=O)[O-])ccc2N2CCOCC2)cc1	-0.6%	-1.6	15.2%	-13.1%	?	-8.4%	-0.9%	-16.5%	i
Cn1nc(C(C)(C)C)c(NC(=O)c2cccs2)c1C(C)(C)C	1.9%	-4.2	-8.9%	-11.2%	-3.0%	19.2%	0.7%	3.4%	i
CC1CCN(S(=O)(=O)c2ccc(NC(=O)Cc3cccs3)cc2)CC1	-0.5%	0.8	1.8%	-3.7%	14.5%	?	3.1%	-20.5%	i
O=C(CCSc1nc(-c2ccccc2)c(-c2ccccc2)o1)N1CCCCC1	8.4%	-2.0	?	/	-4.6%	/	/	-54.4%	i
CCCCNC(=O)Nc1ccccn1	-0.2%	-1.3	13.3%	-1.9%	8.9%	-17.3%	1.3%	-1.5%	i
Cc1noc(C)c1C(=O)OC(C(=O)NC1CCCC1)c1ccc(F)cc1 (stereo not given)	-0.2%	0.4	9.7%	0.8%	7.6%	-2.2%	-12.4%	-9.8%	i
S=C(Nc1ccc2cn[nH]c2c1)Nc1ccccc1Cl	2.9%	-0.7	31.1%[activator]	0.0%	-10.2%	1.8%	0.8%	0.5%	i
COc1ccc(-c2ccc3c(c2)c(C#Cc2ccsc2)c(-c2cc(OC)cc(OC)c2)n3C)cc1	-0.9%	-0.4	-2.3%	0.2%	0.1%	-10.2%	-7.8%	-39.0%	i
CC(=O)Nc1cccc(-c2csc(C(NC(C)=O)c3ccc(F)c(F)c3)n2)c1 (stereo not given)	5.4%	0.2	9.7%	/	-7.3%	/	/	-11.4%	i
CCOc1ccccc1CNC(=O)C(C)n1nc(C)c2c(C)n(-c3ccccc3)nc2c1=O (stereo not given)	-0.8%	-3.4	-19.4%	1.9%	1.6%	?	-0.5%	-19.7%	i
CCNC(=O)c1ccc2nc(Cc3ccccc3)oc2c1	4.7%	/	-2.9%	4.8%	-10.1%	/	/	-1.9%	/
COc1ccc(CCNCc2ccc3c(c2)n(C)c(=O)n3C)cc1OC	-1.1%	/	-8.5%	-13.2%	-16.8%	-10.9%	/	0.2%	/
CCCN(CCC)C(=O)Cn1c(=O)n(CCCCC(=O)NCc2ccco2)c(=O)c2ccccc21	-0.3%	1.9	17.8%	-1.2%	-15.1%	/	0.5%	25.2%	i
COc1nc(N)nc(N)c1NS(=O)(=O)c1ccc(C)cc1	-0.3%	-1.4	16.7%	-2.3%	7.6%	3.0%	-1.5%	9.6%	i
Cc1ccccc1NC(=O)c1sc2nc3c(c(-c4ccco4)c2c1N)CCC3	-0.4%	0.6	0.0%	1.2%	7.2%	-10.4%	-24.3%	2.0%	i
CCOc1ccc(NC(=O)CSc2ncc3c(n2)-c2ccc(Cl)cc2N(Cc2ccccc2)S3(=O)=O)cc1	1.3%	/	1.8%	-1.1%	-11.5%	?	/	0.9%	/
CC1(C)OC2CC3C4CCC5=CC(=O)CCC5(C)C4(F)C(O)CC3(C)C2(C(=O)CO)O1 (stereo not given)	0.6%	2.5	41.0%[activator]	-6.5%	-1.3%	0.0052µM*	/	7.6%	i
C=CCc1cc(Cl)ccc1OCCOCCNC(C)CC (stereo not given)	2.0%	-1.3	39.1%[activator]	?	11.2%	?	2.7%	-46.5%	i
C1CCc2nc3c(nc2C1)CCCC3	-1.4%	0.7	1.3%	1.9%	-4.6%	-9.3%	?	-2.8%	i
CCOc1cc(NC(=S)NCC2CCCO2)c(OCC)cc1NC(=O)c1ccc(F)cc1 (stereo not given)	0.4%	0.0	-3.8%	-6.8%	8.8%	-10.3%	1.1%	-1.2%	i
CCCCn1c(CN(Cc2ccccc2)Cc2ccccc2)nc2c1c(=O)n(C)c(=O)n2C	7.1%	-0.3	15.9%	1.8%	13.3%	6.2%	/	-9.4%	i
COc1ccc2cc3cc(C(=O)N4CCCC(C)C4)oc3nc2c1 (stereo not given)	2.2%	-1.5	-1.2%	1.9%	-11.6%	?	-3.0%	-0.4%	i
CCCC(=O)c1ccc(N2CCCCCC2)c(F)c1	-0.5%	0.2	-1.8%	5.2%	-7.5%	/	-3.9%	-3.6%	i
COc1ccc(CCNC(=O)CSc2nc3[nH]ncc3c(=O)n2-c2cccc(C(F)(F)F)c2)cc1OC	1.8%	0.9	9.0%	-12.6%	-1.5%	-14.3%	0.6%	7.6%	i
Cc1ccc(NC(=O)/C(=C\C=C\c2ccccc2)NC(=O)c2ccccc2)cc1	1.7%	-1.2	10.4%	4.9%	-1.8%	9.7%	1.0%	-36.4%	i
COc1ccc(Br)cc1/C=N/NS(=O)(=O)c1ccccc1	-1.9%	-2.6	?	/	6.8%	/	/	-15.0%	i
CCOC(=O)C1CCCN(c2c(N3CCN(C)CC3)c(=O)c2=O)C1 (stereo not given)	-1.0%	-11.4	9.8%	6.8%	-5.5%	9.4%	1.0%	14.0%	i
O=C(CNCc1ccc(Cl)cc1)N1CCc2ccccc2C1	0.1%	1.4	-1.0%	7.3%	-5.9%	10.6%	0.6%	4.2%	i
Nc1nc2ccccc2n1C(=O)CCc1ccccc1	0.6%	-0.3	3.2%	-11.0%	13.9%	23.1%	0.2%	-22.1%	i

5 compounds out of the list above, ordered by the value under TGFb SMAD3 inh, ascending:
Molecule | TGFb SMAD3 inh
CCCC(=O)c1ccc(N2CCCCCC2)c(F)c1 | -1.8%
O=C(CNCc1ccc(Cl)cc1)N1CCc2ccccc2C1 | -1.0%
COc1ccc(CCNC(=O)CSc2nc3[nH]ncc3c(=O)n2-c2cccc(C(F)(F)F)c2)cc1OC | 9.0%
CCOC(=O)C1CCCN(c2c(N3CCN(C)CC3)c(=O)c2=O)C1 (stereo not given) | 9.8%
CCCCn1c(CN(Cc2ccccc2)Cc2ccccc2)nc2c1c(=O)n(C)c(=O)n2C | 15.9%
